# PV pol inh: poliovirus RNA polymerase inhibition | poliovirus polymerase elongation, fluorescence polarization; hits give low values | % elongation, % (compound at 16.7 µg/mL) | 150,000 tested, 0.66% active; in the data active = % elongation below about 90%; note: some results filed as inactive read as strong as hits
# Target sequence (P03300 1749-2209 limits assumed): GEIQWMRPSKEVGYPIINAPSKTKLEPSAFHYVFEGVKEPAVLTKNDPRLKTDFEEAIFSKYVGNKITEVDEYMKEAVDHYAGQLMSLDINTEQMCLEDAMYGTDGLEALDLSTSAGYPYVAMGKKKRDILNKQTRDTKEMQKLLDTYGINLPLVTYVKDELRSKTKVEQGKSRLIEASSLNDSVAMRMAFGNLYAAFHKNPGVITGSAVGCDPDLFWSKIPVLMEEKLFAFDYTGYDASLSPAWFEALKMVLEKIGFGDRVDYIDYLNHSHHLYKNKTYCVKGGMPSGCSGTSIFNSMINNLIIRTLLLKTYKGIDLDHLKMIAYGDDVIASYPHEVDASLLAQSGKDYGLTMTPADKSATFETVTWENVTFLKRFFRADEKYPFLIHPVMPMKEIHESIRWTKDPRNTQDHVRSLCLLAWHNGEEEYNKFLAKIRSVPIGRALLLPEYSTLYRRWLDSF
# PV pol inh FP z-score: recorded beside PV pol inh, whose call it bears; z-score; measured here: FP z-score; hits read low
# Numbers without * were called inactive; & = joins results of further samples. The list is partial, so the mix of outcomes need not match the whole.
SMILES	PV pol inh	PV pol inh FP z-score
S=c1nc[nH]c2c1sc1ncccc12	98.0	-0.9
Cc1ccc(NC2=NCCS2)cc1Cl	101.0	-0.4
O=C(CN1CCCC1)c1cccc(C(F)(F)F)c1	96.0	-0.8
CCOC(=O)c1cc(-c2ccco2)nc2c1c(C)nn2-c1ccccc1	113.0	1.1
CC(C)(C)c1cc(CCC#N)cc(C(C)(C)C)c1O	105.0	0.7
CNc1cc(F)nc(F)n1	104.0	0.7
Cc1cc(-c2ccccc2)nc(SC(C)C(=O)N(C)C)n1 (stereo not given)	104.0	0.2
CCOc1cc(NS(=O)(=O)c2ccc(OC)cc2)c(OCC)cc1NC(=O)CC	100.0	-0.3
NC(=O)Cn1nnc2ccccc2c1=O	100.0	-0.3
O=C(C1CC(c2c(F)cccc2Cl)=NO1)N1CCCC1 (stereo not given)	98.0	-0.5

SMILES	PV pol inh	PV pol inh FP z-score
N#C/C(=C\c1ccc(-c2ccc(Cl)c(C(=O)O)c2)o1)c1nc2ccccc2[nH]1	82.0	-5.3
CCOP(=S)(OCC)SCSn1c(=O)oc2cc(Cl)ccc21	102.0	0.2
CCc1ccccc1-n1c(SCC(=O)Nc2ccc(C)cc2)nc2n[nH]c(C)c2c1=N	101.0	-0.4
Cc1cccc(-n2c(=O)c3c(c4cc(C)ccc4n3C)n(CC(=O)Nc3ccc(C)cc3C)c2=O)c1	109.0	0.4
c1csc(C2SCCS2)c1	102.0	0
Cc1nnc(N2CCN(c3cccc(C(F)(F)F)c3)CC2)c2c1nnn2Cc1ccccc1	110.0	0.8
Cc1ccc(C(=O)N(C)CC(=O)Nc2ccc(F)c(F)c2F)o1	106.0	0.4
N#CC1(S(=O)(=O)c2ccc(Cl)cc2)CC1	106.0	1
CC1=CCC(C(=O)Nc2nccs2)C(C(=O)Nc2nccs2)C1 (stereo not given)	102.0	0.7
CCCNC(=O)C1CCC(Cn2c(=O)c3sccc3n(Cc3cccc(OC)c3)c2=O)CC1 (stereo not given)	111.0	1.1

SMILES	PV pol inh	PV pol inh FP z-score
CC1(C)OCC(COC(=O)/C=C/c2ccc(F)cc2)O1 (stereo not given)	102.0	-0.1
O/N=C/c1cc[n+](C/C=C\c2ccccc2)cc1	105.0	0.7
Cc1ccc(NC(=O)CSc2nc3ncccc3[nH]2)cc1F	110.0	0.1
O=C(c1ccccc1)c1cc(Cl)ccc1N=Cc1cccs1	103.0	0.7
Cc1cccc(CSc2ccc(-c3ccco3)nn2)c1	105.0	1.1
COC(=O)CCCCC1=C(NC(C)=O)C(NC(=O)c2ccccc2)CS1 (stereo not given)	105.0	0.1
COc1cccc(NC(=O)N(Cc2cn(C)c3ccccc23)C2CCCCC2)c1	109.0	0.6
CCN(CC)C(=O)Cn1nnc(-c2ccccc2)n1	100.0	-0.1
OCC1CCCN(Cc2ccc(F)cc2)C1 (stereo not given)	101.0	0.3
CC(C)c1ccc(-c2nnn(CC(N)=O)n2)cc1	101.0	-0.2

SMILES	PV pol inh	PV pol inh FP z-score
Cc1cccc(-c2noc(CN(C(=O)c3ccccc3Cl)C(C)C)n2)c1	111.0	0.6
COc1cccc(CC(=O)N(Cc2ccccc2)Cc2ccco2)c1	104.0	0.1
CC(=O)Nc1ccc(SCc2nc3ccccc3c(=O)n2CC#N)cc1	108.0	0.6
O=c1c2ccccc2[nH]c(=S)n1CCN1CCCCC1	98.0	-0.9
C[C@@H]1O[C@@H](O[C@H]2C[C@@H](O)[C@]3(CO)[C@H]4[C@H](O)C[C@]5(C)[C@@H](C6=CC(=O)OC6)CC[C@]5(O)[C@@H]4CC[C@]3(O)C2)[C@H](O)[C@H](O)[C@H]1O	99.0	-0.1
Cc1cccc(N2CCC(N=CN(CCO)CCO)=N2)c1	104.0	0.3
OCc1ccccc1NC(=S)NCc1ccccc1	106.0	0.5
CN(C(=O)c1cccnc1Cl)C1CCS(=O)(=O)C1 (stereo not given)	94.0	-2.2
C=CCNC(=O)c1ccc(N2C(=O)c3ccccc3C2=O)cc1	102.0	0.1
CCOc1ccc(NC(=O)CN2CCCN(Cc3cc(C)ccc3C)S2(=O)=O)cc1	101.0	-1.2

# One compound at a time, as listed above:
# `OCc1ccccc1NC(=S)NCc1ccccc1` as listed: PV pol inh: 106.0; PV pol inh FP z-score: 0.5
# `COc1cccc(CC(=O)N(Cc2ccccc2)Cc2ccco2)c1` as listed: PV pol inh: 104.0; PV pol inh FP z-score: 0.1
# `Cc1cccc(-c2noc(CN(C(=O)c3ccccc3Cl)C(C)C)n2)c1` as listed: PV pol inh: 111.0; PV pol inh FP z-score: 0.6

# (further entries)
SMILES	PV pol inh	PV pol inh FP z-score
CC(C)c1ccc(Nc2ncnc3c2nc2n3CCCC2)cc1	110.0	0.7
CC1=C(CCC2(C)OCCO2)C(C)(C)CCC1	99.0	-0.3
COC(=O)NNc1ccccc1	102.0	0
Cc1ccc(NC(=O)/C=N/O)cc1	107.0	1.3
CC(c1n[nH]c(=S)n1-c1ccccc1)N(C)C (stereo not given)	102.0	0.1
COc1ccccc1NC(=O)/C=C\c1ccco1	104.0	0.8
C=CCN(C(=O)CSc1nc2c(sc3ccccc32)c(=O)n1Cc1cccnc1)c1ccccc1	101.0	-0.1
CC(=O)Nc1ccc(NCC(=O)c2ccccc2)cc1	100.0	-0.5
COc1ccc(CNC(=O)c2ccc(Br)o2)cc1	99.0	-0.4
CC1CCN(CNC(=O)c2cc3ccccc3o2)CC1	101.0	-0.2

SMILES	PV pol inh	PV pol inh FP z-score
CCOc1ccc(CCNC(=O)C2CCN(C(=O)N3CC(CC)Oc4ccccc43)CC2)cc1 (stereo not given)	101.0	-0.9
COc1ccc(-c2nc(SCCOc3ccccc3Cl)n3[nH]c(=O)cc3n2)cc1	102.0	-1
CC(C)c1ncc(C(O)c2cccc3ccccc23)n1C (stereo not given)	104.0	0.8
Cc1ccc(C(=O)N/C(=C\c2ccco2)C(=O)N(C)C)cc1	99.0	-0.4
Oc1c(/C=N/n2cnnc2)sc2ccccc12	100.0	-0.1
COc1cccc(C2CC(=O)Nc3cc4c(cc32)OCO4)c1 (stereo not given)	102.0	0.2
Cc1ccc(C)c(NCC(=O)NC2CCCCC2)c1	99.0	-0.4
CCOc1ccc(Oc2nc(NCC(C)C)nc(NC(C)(C)C)n2)nn1	111.0	1
CCCCC[C@H](O)CC[C@H]1[C@H](O)CC(=O)[C@@H]1CCCCCCC(=O)O	99.0&99.0	-0.9&-0.2
O=C(/C=C/c1ccccc1)Nc1ncnc2sc3c(c12)CCC3	103.0	0.2

SMILES	PV pol inh	PV pol inh FP z-score
CC(=O)OCC(=O)c1ccc2ccn(C(C)=O)c2c1	103.0	0.5
O=S(=O)(c1ccccc1C(F)(F)F)N1C=CC(C(F)(F)F)=NCC1	104.0	0.5
CC(C)Sc1ncc(Cl)c(C(=O)Nc2nnc(C(C)C)s2)n1	110.0	0.4
CCOc1ccc(CCNC(=O)CN2CCN(Cc3ccccc3F)C2=O)cc1OCC	100.0	-0.3
O=C1CC(c2ccccc2)CC2=C1C(c1ccccc1)Nc1ccccc1N2 (stereo not given)	197.0	11.5
C=CCNC(=O)c1ccc(C(F)(F)F)nc1C	107.0	0.3
Cc1ccc(S(=O)(=O)N2CCOCC2)cc1	102.0	0.3
COc1ccc(NC(=O)C2CCC(CNS(=O)(=O)c3ccc(Br)s3)CC2)cc1OC (stereo not given)	106.0	-0.7
CN(C(=O)CCN1C(=O)C(C)(C)Nc2ccccc21)c1ccccc1	106.0	0.3
COc1ccccc1N1CCN(S(=O)(=O)c2ccc(-c3ccno3)cc2OC)CC1	101.0	-0.8

SMILES	PV pol inh	PV pol inh FP z-score
CN(CC(N)=O)S(=O)(=O)c1ccc2ccccc2c1	101.0	0.2
CCOc1ccc(N(C)C(=O)CCc2nnc3ccc(N4CCCC4)nn23)cc1	101.0	-0.2
CCN(CC)c1ccc(NC(=O)CCc2nc3cccnc3n2Cc2cccs2)c(C)c1	100.0	-0.5
COc1ccc(C2CC(=O)c3cc(-c4nc(-c5ccc(Cl)cc5)c(C)s4)c(=O)[nH]c3C2)cc1 (stereo not given)	108.0	0.7
CCc1cc2c(=O)c(-c3nc(C)cs3)c(C(=O)O)oc2cc1O	103.0	1.1
C=CCn1c(C(CC)CC(C)(C)O)n[nH]c1=S (stereo not given)	104.0&102.0	0.7&0
Cc1nn(CCCC(=O)N2CCCCC2)c(=O)c2c1sc1ccccc12	103.0	1
COC(=O)C(C)Sc1nnc(-c2ccc(Br)cc2)o1 (stereo not given)	105.0	0.9
O=C(COC(=O)C1(c2ccc(Cl)cc2)CCCC1)NC1CC1	100.0	-0.6
Cc1nn(-c2ccc(Cl)cc2)c2sc(C(=O)OCC(=O)N3CCNC3=O)cc12	105.0	0.2

SMILES	PV pol inh	PV pol inh FP z-score
CCOc1ccc(CNC(=O)CN2C(=O)CSc3ccc(S(=O)(=O)N4CCOCC4)cc32)cc1OC	106.0	-1.1
CN(Cc1ccco1)C(=O)/C=C/c1cn(Cc2ccccc2)nc1-c1ccccc1	103.0	0
COc1ccccc1OC(=O)c1ccc(SC)cc1OC	101.0	-0.2
O=C(Nc1ccc(Cl)cc1)C(=S)N1CCOCC1	100.0	-0.4
CCOc1ccc(NC2=NCCS2)cc1	98.0	-1.2
Cn1c(=O)[nH]c2cc(-c3noc(-c4cccc(Cl)c4)n3)ccc21	112.0	1
Cc1ccn(-c2ccc(NC(=O)C3CC3)cc2)n1	104.0	1.1
COC(=O)CNC(=O)c1ccc(OC)cc1	104.0	0.7
COCCCNC(=O)c1cnc2sc(N3CCCCC3)nn2c1=O	104.0	-0.6
C=CCNC(=S)Nc1sc2c(c1C(=O)OCC)CCCCC2	100.0	-0.1

SMILES	PV pol inh	PV pol inh FP z-score
Cc1ccc(-c2csc(COC(=O)C(C)(C)C)n2)cc1	108.0	1.1
Clc1ccccc1CN1COc2cc3c(cc2C1)OCO3	100.0	-0.4
Cc1ccc(-n2nnnc2CNC(=O)c2ccccc2S(C)(=O)=O)cc1C	112.0	0.9
CC1(C)CC2CC(C)(CN2C(=O)COC(=O)c2ccc3c(c2)S(=O)(=O)N=C2CCCCCN23)C1 (stereo not given)	106.0	0.1
COc1ccccc1NC(=O)CSc1nncn2c1cc1sccc12	109.0	0.4
COc1ccc(-c2cc(C(F)(F)F)c(C#N)c(SCC(=O)Nc3cccc(C)c3)n2)cc1	108.0	0.9
Cc1cccc(OCc2nc(C#N)c(NCCc3ccccc3)o2)c1	103.0	0.4
c1coc(-c2nnc(-c3ccco3)nn2)c1	43.0*	-7.7*
COc1ccc(C2=NS(=O)(=O)N(C)C(C(=O)N(C)Cc3ccccc3)=C2)cc1OC	115.0	0.5
CC(C(=O)Nc1ccc(C(N)=O)cc1)N(C)Cc1cccs1 (stereo not given)	100.0	0

SMILES	PV pol inh	PV pol inh FP z-score
Cc1ccn2cc(CCNC(=O)C3CCCCC3)nc2c1	105.0	0.6
C=CCC(c1ccncc1)/[N+]([O-])=C\c1ccccc1 (stereo not given)	100.0	-0.1
CCn1c(=O)cc(OCC(=O)NCCCN2CCCC2=O)c2ccccc21	98.0	-2.1
CC(C)(C)OC(=O)N1CCc2[nH]ncc2C1	104.0	1.3
Cc1cc(C(=O)NC(C)(C)C)on1	101.0	0
COc1ccccc1NC(=O)c1c(NCc2ccc(C)o2)sc2c1CCC(C)C2 (stereo not given)	107.0	0.2
O=C1CC(N2CCN(c3ccccn3)CC2)C(=O)N1c1ccc2c(c1)OCO2 (stereo not given)	104.0	0.8
O=C1CCc2cc3c(cc2O1)OC(=O)CC3	109.0	0.7
CC1(C)CC(=O)C2=C(C1)Nc1ccccc1NC2c1ccc2c(c1)OCO2 (stereo not given)	100.0	-0.4
Cc1ccc(NCN2C(=O)C3CC=CCC3C2=O)cc1Cl (stereo not given)	103.0	0.3

SMILES	PV pol inh	PV pol inh FP z-score
O=C(Nc1ccc(Cc2ccncc2)cc1)C1CC1	102.0	0.3
CCOP(=S)(NC(C)C)OCC	99.0	-0.1
NNC(=O)c1cccnc1Oc1ccccc1	113.0	1.2
Oc1c(C(c2ccccn2)N2CCN(c3ccc(F)cc3)CC2)cc(Cl)c2cccnc12 (stereo not given)	114.0	1
Cc1cc(=O)n(Cc2ccccc2Cl)c2c1c(C)nn2-c1ccccc1	104.0	-0.5
COc1ccc(OC)c(C2Nc3c(C)cc(C)cc3-c3cc(C)nn32)c1 (stereo not given)	101.0	-0.2
Cn1c(SCC(=O)N2CC(=O)Nc3ccccc32)nnc1C(F)(F)F	106.0	0.4
CC(=O)NC(Cc1c[nH]c2ccccc12)C(=O)Nc1cccc(C#N)c1 (stereo not given)	105.0	0.2
CCC(C)NC(=O)c1nn2c(c1Cl)NC(c1ccc(OC)cc1)CC2C(F)(F)F (stereo not given)	103.0	0.3
O=C(CN1C(=O)c2ccccc2S1(=O)=O)N1CCC(Cc2ccccc2)CC1	102.0	0

SMILES	PV pol inh	PV pol inh FP z-score
CCCSc1nnc(-c2ccc(Cl)cc2)n1Cc1ccco1	106.0	0.5
CC(C)NC(=S)N1CCN(c2ccc3nnc(-c4ccc(F)cc4)n3n2)CC1	98.0	-2.1
O=C(NCc1cccs1)c1nc2ncccn2n1	100.0	0.1
Cc1cccc(-n2c(-c3ccco3)nc3ccccc3c2=O)c1	104.0	0.6
Cc1cc2nc(-c3ccc(OCc4ccccc4Cl)cc3)cc(C(F)(F)F)n2n1	107.0	0.4
O=C(Nc1ccc(S(=O)(=O)N2CCOCC2)cc1)c1cc2ccccc2o1	105.0	1.3
CCN(Cn1ncn(C)c1=S)C1CCCCC1	103.0	-0.1
COc1cccc(-n2c(-c3ccc(Cl)cc3)cc3c2CC(C)(C)CC3=O)c1	106.0	-0.5
Clc1ccc(-c2nnc(CN(CCOc3cc(Cl)ccc3Cl)C3CC3)o2)cc1	110.0	0.2
FC(F)(F)c1cccc(NC(=S)N2CCCCC2)c1	100.0	-0.2
O=C(OCCN1CCCC1=O)c1ccccc1	101.0	-0.1
CSc1cccc(NC(=O)c2ccc3c(c2)NC(=O)CS3)c1	97.0	-1
c1ccc2sc(CSc3nc4ccccc4s3)nc2c1	112.0	1
